From PubChem BioAssay
PHOSPHO1 block: blocks human PHOSPHO1 phosphatase activity | Q8TCT1 | recombinant PHOSPHO1, absorbance phosphatase assay | inhibition, % at 13.3 µM | 290,000 compounds, 1.1% hits; in the data active = inhibition above about 60%
Target sequence (Q8TCT1 whole entry, looked up): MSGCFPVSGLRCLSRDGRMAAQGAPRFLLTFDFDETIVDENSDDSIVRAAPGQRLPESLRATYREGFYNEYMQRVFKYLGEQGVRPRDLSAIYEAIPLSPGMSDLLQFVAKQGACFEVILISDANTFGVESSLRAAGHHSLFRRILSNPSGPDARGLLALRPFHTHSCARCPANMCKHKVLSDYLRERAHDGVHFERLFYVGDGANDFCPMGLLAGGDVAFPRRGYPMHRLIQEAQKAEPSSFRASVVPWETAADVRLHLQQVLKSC
OXTR ag: agonists of human oxytocin receptor. P30559. CHO-OTR cells, Fluo-8 calcium fluorescence; normalized: DMSO 0%, oxytocin 100%. activation, % at 3 µM. 320,000 compounds, 0.32% hits;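 active = activation above the mean of all tested compounds plus 3 SD, cutoff set per screening run, cut at about 20% in these data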;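 also: peak over basal fluorescence ratio from a 100 s FLIPR kinetic read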
Target sequence (P30559 whole entry, looked up): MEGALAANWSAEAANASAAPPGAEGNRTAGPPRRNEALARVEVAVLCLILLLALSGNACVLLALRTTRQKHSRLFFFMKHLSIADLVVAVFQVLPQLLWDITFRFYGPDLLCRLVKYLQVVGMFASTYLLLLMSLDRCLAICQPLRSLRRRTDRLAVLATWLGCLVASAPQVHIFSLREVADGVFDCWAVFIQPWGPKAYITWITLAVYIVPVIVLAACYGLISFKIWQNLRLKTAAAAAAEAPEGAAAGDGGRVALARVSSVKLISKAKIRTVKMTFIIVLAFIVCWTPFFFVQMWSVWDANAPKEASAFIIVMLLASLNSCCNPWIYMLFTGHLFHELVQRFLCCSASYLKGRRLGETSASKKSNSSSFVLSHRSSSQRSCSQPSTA
GPR7 antagonist: blocks human GPR7 receptor signaling | 290,000 compounds, 1.1% hits | GPR7-expressing cells, fluorescence antagonist assay | P48145 | inhibition, % at 4.4 µM; in the data active = inhibition above about 16%, passing the limit was not always enough;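 also: cells stimulated with the agonist NPW; 0% = agonist with vehicle and 100% = vehicle without agonist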
MEKK2wt PB1 HTS: raises or lowers MEK5 binding to wildtype human MEKK2 PB1 domain; Q9Y2U5; bead flow cytometry, Alexa488-MEK5 binding to MEKK2 WT; actives lie on both sides; binding response (% of control), % at 10 µM; 290,000 compounds, 1.1% hits; in the data active = binding response below about 67% or above about 130%
V1R ag counter: V1a receptor agonism, counter-screen for OXTR agonists; P37288; CHO-V1R cells, Fluo-8 calcium fluorescence, agonist mode; 0% DMSO, 100% 3 nM vasopressin; activation, % at 3 µM; 320,000 compounds, 0.25% hits; AID 2797;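 active = activation above the mean activation of all tested compounds plus 3 SD, per screening run, cut at about 20% in these data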;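 also: signal is peak over basal fluorescence ratio across a 100 second FLIPR read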
NALP1 yeast inh: inhibitors of NALP1 inflammasome in yeast | S. cerevisiae NALP1/ASC/caspase-1 growth, X-gal OD620, 72 h | inhibition, % at 10 µM | 280,000 compounds, 0.61% hits; in the data active = inhibition mostly above about 24%, no sharp cut-off; inactive = mostly below about 32%; also: some compounds called inactive have numbers as strong as hits
MEKK2mut PB1 HTS: signal of MEK5 binding to mutant human MEKK2 PB1 domain; bead flow cytometry, Alexa488-MEK5 binding to MEKK2 mutant; percent response, % at 10 µM; 290,000 compounds, 0.35% hits; in the data active = percent response above about 24%, passing the limit was not always enough; also: inactives centre near 1; some results filed as inactive read as strong as hits; reference of the scale not given here
MEKK3 PB1 HTS: MEKK3-MEK5 PB1 interaction, increase or decrease | Q99759 | bead-based flow cytometry, Alexa488-MEK5 binding to MEKK3; actives lie on both sides; 0 = blocked by unlabeled MEK5, 100 = vehicle | binding response (% of control), % at 10 µM | 290,000 compounds, 1.4% hits;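 active = binding response more than 3 SD above or below the average of its plate-row segment, actives on both sides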;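 also: Alexa488 bead fluorescence after subtracting the streptavidin-only scavenger bead signal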
GalR3 antag: blocks the human galanin receptor 3 | HEK293 GalR3-CNG cAMP membrane potential fluorescence; galR3 body fused to GalR1 C-terminus | inhibition, % at 3 µM | 360,000 compounds, 0.44% hits | O60755;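 active = inhibition above the screen-wide average plus 3 SD, cut at about 13% in these data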;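 also: forskolin and galanin both at EC90 stimulate the cells; cAMP rise reported by CNG channel membrane potential dye signal; 0% = forskolin plus galanin with DMSO and 100% = forskolin alone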
Target sequence (O60755 1-299 limits assumed): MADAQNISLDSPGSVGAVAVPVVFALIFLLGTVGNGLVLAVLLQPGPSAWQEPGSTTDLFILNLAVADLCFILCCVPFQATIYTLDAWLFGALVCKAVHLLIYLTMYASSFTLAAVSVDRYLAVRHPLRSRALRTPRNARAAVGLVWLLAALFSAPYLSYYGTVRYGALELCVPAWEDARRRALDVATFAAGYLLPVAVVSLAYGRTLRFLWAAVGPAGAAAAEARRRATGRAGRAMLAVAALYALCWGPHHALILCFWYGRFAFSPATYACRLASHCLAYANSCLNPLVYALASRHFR
* marks the source's active call; other numbers are inactive results; . = no result given; & = joins results of further samples; [ ] = another dose, or the depositor's remark.

SMILES | PHOSPHO1 block | OXTR ag | GPR7 antagonist | MEKK2wt PB1 HTS | V1R ag counter | NALP1 yeast inh | MEKK2mut PB1 HTS | MEKK3 PB1 HTS | GalR3 antag
O=C(Cn1ncc2ccccc21)N1CCc2ccccc21 | -6.0 | -0.8 | -3.3 | 101.0 | -0.1 | 29.1 | 4.0 | 107.0 | 0.7
Cc1ccc(/C=C/C(=O)N2CCCC(C(N)=O)C2)o1 (configuration not stated) | 16.2 | 0.5 | -3.7 | 109.0 | 0.8 | 19.3 | 4.0 | 106.0 | -4.2
CCOC(=O)N1CCN(CCC(=O)Nc2ccc(F)c(F)c2)CC1 | -2.0 | -0.5 | -17.4 | 107.0 | 0.6 | -12.1 | 6.0 | 106.0 | -10.8
Cc1cc(C(=O)N2CCCC(C(=O)c3cc(F)ccc3F)C2)c(C)o1 (configuration not stated) | 44.0 | -0.6 | -15.6 | 98.0 | -0.1 | -4.5 | 4.0 | 100.0 | -2.7
CC(=O)Nc1nnc(-c2c(-c3c(Cl)cccc3Cl)noc2C)o1 | -1.3 | 2.0 | -11.4 | 104.0 | 0.8 | 8.0 | 7.0 | 101.0 | -1.7
CCOC(=O)c1sc(/N=C/c2c(C)[nH]n(-c3ccccc3)c2=O)c(C#N)c1C | -7.4 | -0.2 | -5.5 | . | -0.1 | 11.1 | . | . | .
N/C(=N\N=C\c1ccc(O)c(O)c1)c1nonc1N | 10.6 | 8.0 | -4.2 | 100.0 | 5.0 | -17.7 | 1.0 | 104.0 | -8.4
CCCCN1CN=C(Nc2nc3ccccc3o2)NC1 | -7.4 | -0.3 | 5.6 | 103.0 | 0.1 | 17.9 | -7.0 | 100.0 | -6.6
O=C1c2ccccc2-c2nc3ccccc3n21 | 48.3 | 0.6&0.9 | -7.4&-5.2 | 105.0&100.0 | 0.1&0.8 | . | 2.0&-2.0 | 107.0&97.0 | -3.4&1.4
C=C(C)C(=O)Nc1cccc(C2=NOC3(C2)C[C@H](C(N)=O)N(C(=O)CC)C3)c1 (some centres not stated) | 26.5 | -0.4 | . | 91.0 | 0.2 | -0.7 | 8.0 | 95.0 | .
O=C(CCc1ccccc1)N/N=C/c1cc(Br)ccc1O | 3.0 | 2.5 | -3.3 | 101.0 | 2.9 | 22.0 | 11.0 | 105.0 | 1.8
CCOC(=O)CNc1c(-c2ccc(Cl)cc2)nc2cnccn12 | 3.7 | -0.8 | -9.7 | . | -0.3 | 8.3 | . | . | -1.0
Cc1nnc(NC(=O)CSc2nc3[nH]ncc3c(=O)[nH]2)s1 | 24.3 | 0.1 | -11.5 | 110.0 | 0.1 | 10.8 | -1.0 | 105.0 | 1.7
COc1ccc(S(=O)(=O)N2CCN(C(=O)c3cc(-c4ccc(C)cc4)n[nH]3)CC2)cc1 | 38.6 | 7.3 | -0.9 | 94.0 | 7.4 | 4.1 | -2.0 | 94.0 | -0.5
O=C(CCn1cccc1)NC1CCCc2ccccc21 (configuration not stated) | 2.3 | 0.4 | 2.5 | 105.0 | 0.0 | 2.7 | 6.0 | 103.0 | -5.2
O=C(NCc1ccncc1)Nc1cccc([N+](=O)[O-])c1 | 31.1 | 3.0 | -7.0 | 112.0 | 9.2 | -9.0 | 8.0 | 106.0 | 0.7
Cc1ccccc1NCN1C(=O)C2CCC(C)(C1=O)C2(C)C (configuration not stated) | 34.3 | -0.3 | -9.4 | 93.0 | 1.6 | . | -18.0 | 96.0 | -6.7
COC(=O)CSc1n[nH]c(-c2ccncc2)n1 | 10.6 | -0.8 | -14.3 | 94.0 | 1.6 | 17.5 | 1.0 | 95.0 | 2.8
CCOC(=O)c1noc(C)c1C(=O)Nc1cccc(F)c1 | 13.6 | -1.6 | -13.3 | 107.0 | -0.8 | 30.3 | 9.0 | 103.0 | -3.6
CC(C)COC(=O)Nc1ccccc1C(=O)N1CCOCC1 | -15.6 | 0.6 | -7.9 | 105.0 | 0.0 | 2.1 | 5.0 | 106.0 | -5.5

Next part; it opens with the two that closed the last part.
SMILES | PHOSPHO1 block | OXTR ag | GPR7 antagonist | MEKK2wt PB1 HTS | V1R ag counter | NALP1 yeast inh | MEKK2mut PB1 HTS | MEKK3 PB1 HTS | GalR3 antag
CCOC(=O)c1noc(C)c1C(=O)Nc1cccc(F)c1 | 13.6 | -1.6 | -13.3 | 107.0 | -0.8 | 30.3 | 9.0 | 103.0 | -3.6
CC(C)COC(=O)Nc1ccccc1C(=O)N1CCOCC1 | -15.6 | 0.6 | -7.9 | 105.0 | 0.0 | 2.1 | 5.0 | 106.0 | -5.5
COc1ccc(NC(=O)COC(=O)/C=C/C(=O)OCC(=O)Nc2ccc(OC)c(Cl)c2)cc1Cl | -1.3 | -0.3 | -6.8 | 98.0 | 0.6 | 32.5 | 0.0 | 99.0 | 3.4
COC(=O)Nc1ccc(S(=O)(=O)N2CCCCCC2)cc1 | 1.5 | -0.4 | -5.3 | 108.0 | 0.7 | -3.4 | 8.0 | 106.0 | -5.8
COc1ccc(NC(=O)NCCN2CCc3ccccc3C2)cc1 | -18.9 | -0.8 | -3.6 | 101.0 | 0.4 | 18.9 | -14.0 | 87.0 | 1.4
COc1ccccc1C1CC(c2ccc(C)cc2)Nc2ncnn21 (configuration not stated) | 3.7 | 0.5 | 14.2* | 98.0 | 1.2 | -3.4 | -7.0 | 103.0 | -3.9
Cc1ccc2ccccc2c1NC(=O)c1ccco1 | 15.6 | -1.2 | 12.3 | 112.0 | 0.3 | 19.0 | 7.0 | 104.0 | -6.3
O=C(Nc1ccc2c(c1)OCO2)c1cncc(Br)c1 | 20.8 | -1.4 | 23.6 | 94.0 | -0.5 | 15.4 | -3.0 | 91.0 | -5.8
CCOc1ccc(Cl)cc1S(=O)(=O)N1CCCC1 | -24.5 | -1.1 | -1.7 | 105.0 | -0.5 | -8.8 | 5.0 | 106.0 | -6.9
CCOc1ccccc1N1CC(C(=O)N2CCc3ccccc3C2)CC1=O (configuration not stated) | 7.8 | 1.1 | 1.3 | 104.0 | 1.8 | 11.5 | 2.0 | 102.0 | 3.8
C=CCC12C=C(OC)C(=O)OC(OC)(C1O)[C@H](c1ccc3c(c1)OCO3)[C@H]2C (some centres not stated) | . | 0.0 | . | 97.0 | 0.8 | . | 0.0 | 97.0 | -2.9
CN(CCO)c1nc(N)c(C#N)c(CC#N)c1C#N | 43.0 | 1.1 | -13.1 | 89.0 | 0.9 | 11.0 | -2.0 | 92.0 | -2.9
CCOC(=O)CSc1ccc2nnc(CCNS(=O)(=O)c3ccccc3)n2n1 | -12.7 | -0.6 | -8.0 | 104.0 | 0.8 | 3.3 | 7.0 | 105.0 | 1.9
Cc1ccc(NC(=S)N2CCCC2)cc1 | 12.7 | 0.0 | -5.9 | 100.0 | -0.9 | 14.1 | 0.0 | 103.0 | -1.7
Cc1c(CN2CCC(CO)(CCOc3ccccc3)CC2)c(=O)n(-c2ccccc2)n1C | 26.2 | -0.1 | -6.0 | 95.0 | 0.0 | 25.5* | -4.0 | 97.0 | -0.1
C=CCN1C(=O)/C(=C2/Sc3ccccc3N2CCCS(=O)(=O)O)SC1=S | 48.7 | -0.6 | -11.9 | 96.0 | -0.8 | -21.6 | -7.0 | 94.0 | -0.1
N#CCCN(C(=O)CO/N=C/c1cccc([N+](=O)[O-])c1)c1ccccc1 | 8.4 | 0.2 | 7.1 | 90.0 | 0.1 | 0.4 | -10.0 | 94.0 | 4.2
O=C(Nc1nnc(-c2cccs2)s1)c1cccc(F)c1 | 15.9 | 2.1 | -1.6 | 82.0 | 1.7 | -0.4 | -12.0 | 96.0 | 9.2
CCCn1c(SCC(=O)Nc2nnc(CC)s2)nnc1-c1ccncc1 | 40.7 | -0.2 | -9.1 | 104.0 | -0.3 | 30.3* | -4.0 | 114.0 | -8.1
O=c1c(Br)c(N2CCCCC2)cnn1-c1ccccc1 | 3.5 | -2.2 | -5.8 | 93.0 | -0.9 | 31.2 | 1.0 | 104.0 | -9.4
Cc1ccc(Cl)cc1NC(=O)N(C)CCO | 36.8 | -0.8 | -0.7 | 96.0 | 0.7 | 18.5 | 1.0 | 95.0 | -7.5
CC(C)C(C(=O)Nc1ccc(S(N)(=O)=O)cc1)N1C(=O)c2ccccc2C1=O (configuration not stated) | 37.3 | 1.6 | -8.1 | 70.0 | -0.5 | 16.0 | -10.0 | 56.0*[inhibitor] | -6.2
Cc1nc(NC(=O)c2ccncc2)sc1C(=O)N(C)C | 36.4 | 1.2 | -0.2 | 103.0 | 1.2 | -0.7 | 8.0 | 106.0 | 1.6
O=Cc1ccccc1OCCOc1ccccc1C=O | 5.7 | 1.1 | 23.9* | 92.0 | 1.1 | 21.7 | 4.0 | 90.0 | -10.2
Cn1c(=N)n(CC(=O)c2ccc(Cl)c(Cl)c2)c2ccccc21 | 23.3 | -0.3 | -1.3 | 123.0 | -0.3 | 20.8 | 9.0 | 109.0 | -14.8
Cc1cccc(CNC(=O)c2ccccc2N)c1 | -14.6 | 0.9 | -7.8 | 96.0 | 0.8 | -1.5 | 3.0 | 100.0 | -5.9
COc1ccc(Oc2nc3ccccc3n3cccc23)cc1 | -6.9 | -1.9 | 7.0 | 105.0 | 0.5 | 21.1 | 8.0 | 103.0 | 0.2
CCOC(=O)N1CCN(c2ccc(Cl)c(Cl)c2)CC1 | 3.5 | 4.2 | 9.2 | 108.0 | 4.5 | 48.1 | 7.0 | 105.0 | -4.8
O=S1(=O)N=C(N/N=C/c2ccc(Br)o2)c2ccccc21 | 16.1 | 0.8 | 1.2 | 105.0 | 1.0 | -6.9 | 2.0 | 118.0 | -4.6
Cc1cc(O)c(C(=O)/C=C/c2ccccc2O)c(=O)o1 | -4.7 | . | 14.6 | 104.0 | . | -1.8 | -3.0 | 100.0 | -6.0
CNC(=S)NCCc1ccc(OC)cc1 | 37.8 | 0.0 | -5.1 | 95.0 | 0.9 | 3.7 | -2.0 | 103.0 | -7.6
COc1cc(/C=C2/NC(=O)NC2=O)ccc1OCC(=O)Nc1ccc(F)cc1 | 31.8 | 0.8 | -0.7 | 102.0 | 1.0 | 8.3 | 5.0 | 102.0 | 12.1
CCCn1c(N)c(C(=O)CSc2nc3ccccc3c(=O)n2-c2ccc(OC)cc2)c(=O)[nH]c1=O | 0.7 | -1.1 | 1.2 | 88.0 | -0.3 | -8.8 | -2.0 | 80.0 | 2.1
CCOc1cc(C)c(S(=O)(=O)N2CCCC2)cc1C | -1.9 | -2.0 | -13.1 | 89.0 | -1.8 | 38.6 | -7.0 | 96.0 | -5.0
Cc1ccc(S(=O)(=O)NCCCN2CCOCC2)cc1C | -19.8 | 0.3 | -12.5 | 93.0 | 1.1 | 7.9 | -3.0 | 97.0 | -2.0
O=c1c2ccccc2nc(SCc2nnc(-c3ccccc3Br)o2)n1-c1ccccc1 | -29.1 | -0.4 | -4.7 | 93.0 | 0.7 | -6.9 | 2.0 | 103.0 | -9.1
CCc1cc(C(=O)Cc2nc3ccccc3s2)c(O)cc1OCC(=O)O | 43.0 | -0.4 | 2.2 | 90.0 | 0.1 | 14.3 | -4.0 | 89.0 | 5.5
NC(=O)C1CCN(C(=O)CCc2ccsc2)CC1 | 0.0 | 1.0 | 0.7 | 105.0 | 1.2 | 12.7 | 0.0 | 106.0 | -5.7
CS(=O)c1ccccc1COC(=O)Nc1ccc(Cl)cc1 (configuration not stated) | 37.3 | 3.1 | 3.3 | 106.0 | 5.0 | 27.9 | 1.0 | 105.0 | 1.7
Cc1ccc(C(=O)C(SC(C)(C)C)n2cncn2)cc1 (configuration not stated) | 34.0 | -2.5 | 4.6 | 101.0 | -0.6 | 3.8 | 0.0 | 100.0 | -9.1

Compounds were not picked by outcome. About 5.4% of those tested had a hit in this group.
